Screens (PubChem BioAssay)
NLRP3 yeast inh: inhibitors of NALP3 inflammasome in yeast. Yeast reconstituted NLRP3/ASC/caspase-1, beta-gal luminescence, 24 h. inhibition, % at 10 µM. 330,000 tested, 0.39% active. AID 2825;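 active = inhibition of 50% or more; inactive = inhibition below 50%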;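 note: plate controls were induced DMSO wells for no effect and uninduced yeast grown without galactose for full effect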
mIAP block: blocks mouse intestinal alkaline phosphatase; purified mouse IAP, CDP-Star luminescence, 30 min; inhibition, % at 10 µM; 330,000 tested, 0.2% active;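 active = inhibition of at least 40% at 10 µM in the primary screen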;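 note: plate controls were DMSO with enzyme for no effect and no enzyme wells for full effect; values of inactives mirror those of a sister screen read the other way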
A3G deaminase: blocks human APOBEC3G single-stranded DNA deamination. Q9HC16. 330,000 tested, 0.28% active. recombinant A3G, ssDNA deamination FAM/TAMRA fluorescence. inhibition, % at 20 µM;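 active = inhibition of at least 40% at 20 µM, with no more than 30% in the related APOBEC3A deaminase screen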;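 note: plate controls were DMSO wells with A3G for no effect and wells lacking A3G enzyme for full effect; some compounds called inactive have numbers as strong as hits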
hIAP activ: increases human intestinal alkaline phosphatase activity; P09923; purified human IAP, CDP-Star luminescence, 30 min; hits give high values; 1 = vehicle-only enzyme, 0 = enzyme-free background; activation factor at 10 µM; 330,000 tested, 0.16% active; AID 2524;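 active = activation factor of the enzyme at least 2-fold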; note: the source names both 10 and 20 µM as test concentration; values of inactives mirror those of a sister screen read the other way
Target sequence (P09923 whole entry, looked up): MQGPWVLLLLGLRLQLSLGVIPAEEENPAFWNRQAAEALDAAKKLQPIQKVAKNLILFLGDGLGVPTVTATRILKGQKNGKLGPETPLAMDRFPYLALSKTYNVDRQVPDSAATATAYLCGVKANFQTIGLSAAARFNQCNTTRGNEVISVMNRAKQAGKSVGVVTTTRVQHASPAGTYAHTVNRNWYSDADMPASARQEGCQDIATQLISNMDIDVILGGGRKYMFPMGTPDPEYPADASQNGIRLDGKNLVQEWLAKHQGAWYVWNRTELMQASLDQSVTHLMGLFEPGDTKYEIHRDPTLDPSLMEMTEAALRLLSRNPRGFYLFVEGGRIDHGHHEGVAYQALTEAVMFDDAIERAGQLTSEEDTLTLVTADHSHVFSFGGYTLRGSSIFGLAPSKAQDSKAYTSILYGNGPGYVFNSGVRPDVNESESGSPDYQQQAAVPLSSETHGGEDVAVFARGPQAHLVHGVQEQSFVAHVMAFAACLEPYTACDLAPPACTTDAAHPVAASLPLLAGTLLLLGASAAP
SENP1 FRET inh: SENP1 (human) catalytic domain inhibition | Q9P0U3 | recombinant SENP1 catalytic domain, CyPet-SUMO1-YPet FRET cleavage | inhibition, % at 10 µM | 360,000 tested, 0.21% active | AID 624204;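 active = inhibition at least 30% at 10 µM, raw YFP signal under a set limit, fluorescence ratio 0.5 to 1.5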;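 note: 0% = enzyme with DMSO and 100% = no enzyme wells; some results filed as inactive read as strong as hits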
Target sequence (Q9P0U3 419-644 limits assumed): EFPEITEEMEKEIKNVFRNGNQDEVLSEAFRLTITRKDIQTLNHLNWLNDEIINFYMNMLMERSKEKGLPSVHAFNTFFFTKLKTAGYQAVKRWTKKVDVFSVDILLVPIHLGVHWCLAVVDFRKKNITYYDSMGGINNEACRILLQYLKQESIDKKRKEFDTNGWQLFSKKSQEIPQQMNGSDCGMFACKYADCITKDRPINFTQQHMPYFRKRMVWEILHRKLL
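system = hSENP1 catalytic domain, recombinant | reagent = SFCypet-SUMO1-SFYpet substrate at 25 nM | doses = one dose per compound, 10 µM, 0.5% DMSO | incubation = enzyme reaction for 50 min at room temperature, dark | measured by = FRET, CFP and YFP emission | controls = no-enzyme low, enzyme-DMSO high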
mIAP activ: mouse IAP activation; muIAP, CDP-Star luminescence, 30 min; hits give high values; 1 = vehicle-only enzyme signal, 0 = enzyme-free wells; activation factor at 10 µM; 330,000 tested, 0.24% active; AID 2805;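 active = activation factor of at least 2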; note: the source names both 10 and 20 µM as test concentration; values of inactives mirror those of a sister screen read the other way
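also added = chemiluminescent substrate CDP-Star | test system = mouse IAP enzyme | signal = chemiluminescence readout | compound = DMSO-dissolved test compounds | incubation = 30 min at room temperature | benchmarks = DMSO wells, no-enzyme wells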
A3A deaminase: human APOBEC3A DNA deaminase inhibition; inhibition, % at 20 µM; recombinant A3A, FAM/TAMRA ssDNA deamination fluorescence; 330,000 tested, 0.41% active; P31941;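 active = at least 40% inhibition at 20 µM here, with at most 30% in a related deaminase screen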;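 note: plate controls were A3A with DMSO for no effect and wells lacking A3A enzyme for full effect; some results filed as inactive read as strong as hits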
Target sequence (P31941 whole entry, looked up): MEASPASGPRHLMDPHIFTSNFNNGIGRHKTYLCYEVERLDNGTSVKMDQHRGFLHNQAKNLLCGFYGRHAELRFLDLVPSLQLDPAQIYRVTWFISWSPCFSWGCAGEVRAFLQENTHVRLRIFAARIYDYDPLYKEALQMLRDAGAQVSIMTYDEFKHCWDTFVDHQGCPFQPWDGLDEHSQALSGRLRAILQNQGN
MIN6 prolif: MIN6 beta-cell proliferation induction | AID 2380 | 330,000 tested, 0.29% active | MIN6 cells proliferation, ATPlite luminescence, 48 h; cells starved in 0.2% serum; 100% = growth in 10% serum | proliferation, % at 10 µM;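 active = compounds whose signal lies at least 3.5 SD above the mean of all wells on their plate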;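 note: 0% = DMSO-treated cells in low-serum medium and 100% = 10% serum control; some compounds called inactive have numbers as strong as hits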
hIAP block: human IAP inhibition; P09923; purified IAP, CDP-Star luminescence, 30 min; inhibition, % at 10 µM; 330,000 tested, 0.12% active; AID 2544;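 active = inhibition reaching a set limit with compound at 10 µM in the primary screen, cut at about 35% in these data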;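 note: plate controls were DMSO wells with enzyme for no effect and no-enzyme buffer wells for full effect; values of inactives mirror those of a sister screen read the other way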
Active calls of the source: *; . = not tested or not shown. The list is partial; count on the stated rates, not on these rows.

SMILES | NLRP3 yeast inh | mIAP block | A3G deaminase | hIAP activ | SENP1 FRET inh | mIAP activ | A3A deaminase | MIN6 prolif | hIAP block
C[C@]12CCC[C@H](O1)[C@H]([C@@H](O)c1ccccc1)O2 | 4 | 0 | -6 | 1 | 0 | 1 | 1 | -1 | -1
O=c1cc(O)c(-c2ccccc2)c(Cl)[nH]1 | 10 | 0 | -5 | 1 | 0 | 1 | -4 | 0 | -4
COC(=O)CSc1nc(-c2ccccc2)cc(-c2ccco2)c1C#N | 16 | 14 | -2 | 0.91 | 5 | 0.86 | -1 | 2 | 9
CCCOc1ccc(NC(=O)CC2C(=O)N(C)C(=S)N2Cc2ccc3c(c2)OCO3)cc1 (configuration not stated) | 7 | 10 | -3 | 1 | -2 | 0.9 | 0 | 0 | -2
O=C(O)CNC(=O)C(CS)Cc1ccccc1 (configuration not stated) | 10 | 3 | -3 | 0.98 | 1 | 0.97 | -2 | -1 | 2
O=S1(=O)C=CC(c2ccccc2)C1 (configuration not stated) | 16 | 3 | -9 | 1.1 | 3 | 0.97 | -2 | -2 | -8
CCN1CCc2c(OCc3ccccc3)cccc2C1=O | 14 | -3 | -5 | 0.94 | -5 | 1 | 0 | 5 | 6
CCn1cc(C(=O)N[C@@H](CCSC)C(=O)NC(C)(C)CO)c(=O)c2cc3c(cc21)OCO3 | 13 | 2 | -8 | 1 | -4 | 0.98 | -2 | -4 | -2
CCC(C(=O)NCCc1c[nH]c2cc(OC)ccc12)c1ccccc1 (configuration not stated) | 9 | -4 | -5 | 1.2 | 0 | 1 | -2 | -2 | -21
O=C(O)c1cn(C2CCCCC2)c2ccccc2c1=O | 19 | 3 | -3 | 0.86 | -3 | 0.97 | 0 | 0 | 14
CCCOc1ccccc1NC(=O)c1ccc(N)cc1 | 15 | 2 | 3 | 0.87 | 1 | 0.98 | 7 | -3 | 13
CO[C@H]1O[C@@H]2O[C@@]3(C)CC[C@H]4[C@H](C)CC[C@@H]([C@H]1C)[C@@]24OO3 | 10 | -4 | -6 | 1.1 | . | 1 | 15 | -4 | -8
COc1cccc(C(=O)NNC(=O)CCC(=O)O)c1 | 12 | -4 | -7 | 1.1 | 2 | 1 | 1 | -3 | -9
S=C(NCc1ccccc1)NCc1ccccc1 | 8 | -14 | -2 | 1 | 2 | 1.1 | -3 | -2 | -4
CCC(=O)Nc1cccc(C(=O)/C=C/c2ccccc2)c1 | 26 | -1 | -4 | 1 | 4 | 1 | 2 | -6 | -1
Cc1ccc(O)c(C(=O)c2cnc3c(c2)c(C)nn3-c2ccccc2)c1 | 30 | 12 | -2 | 1 | 2 | 0.88 | 3 | 0 | -1
COc1cc([N+](=O)[O-])ccc1NC(=S)NCc1ccccn1 | 21 | 7 | 0 | 0.89 | 4 | 0.93 | 0 | -2 | 11
CCc1ccccc1NC(=O)CN(C)C(=O)Cn1cc(C(F)(F)F)cc(Cl)c1=O | 8 | 8 | -6 | 0.93 | -8 | 0.92 | 1 | -3 | 7
Oc1c(Br)cc(Br)cc1/C=N/c1nccs1 | 13 | 34 | -6 | 1.4 | -20 | 0.67 | 2 | -8 | -37
CCN(CC)S(=O)(=O)c1ccc(NC(=O)c2ccc(Sc3nncn3C)c([N+](=O)[O-])c2)cc1 | 9 | 11 | -4 | 0.95 | 2 | 0.89 | 1 | 0 | 5
Cc1ccnc(N2CCC(C(=O)NNC(=O)c3ccccc3)CC2)n1 | 12 | -2 | -9 | 0.86 | 0 | 1 | -5 | 1 | 14
CN1CCN(C(=S)SCC(=O)N2CCCc3ccccc32)CC1 | 9 | -1 | -3 | 0.93 | 3 | 1 | -5 | 1 | 7
NC(=O)CCN1CCN(C(=O)c2ccc3nc(Cc4cccc(Cl)c4)oc3c2)CC1 | 7 | -4 | -2 | 1.1 | 1 | 1 | -1 | -1 | -8
COC(=O)CC1COc2ccccc2N1C(=O)c1ccc(OC)cc1 (configuration not stated) | 4 | -2 | -6 | 1.1 | -1 | 1 | -3 | -2 | -6
O=C(COC(=O)/C=C/c1ccc2c(c1)OCO2)Nc1ccccc1 | 5 | -2 | -9 | 0.99 | 2 | 1 | -7 | 2 | 1
O=C(N/N=C/c1ccncc1)C1C2CCCCCCC21 (configuration not stated) | -1 | 1 | 1 | 0.87 | 1 | 0.99 | 5 | 4 | 13
COc1ccc2c(c1)[nH]c1c(=O)n(/N=C/c3ccc(OC)c(CN4CCCC4)c3)cnc12 | 5 | 0 | -5 | 0.98 | -2 | 1 | 9 | -3 | 2
N#Cc1c(-c2ccccc2)nc(SCC(=O)N2c3ccccc3Sc3ccccc32)[nH]c1=O | 11 | 13 | -3 | 0.91 | 2 | 0.87 | 3 | -5 | 9
O=C1CC(c2ccccc2)NC(=O)N1 (configuration not stated) | 13 | -8 | 12 | 1.2 | 2 | 1.1 | 8 | 1 | -19
CC12C=CC(=O)C=C1CCC1C3CCC(O)(C(=O)CO)C3(C)CC3OC312 (configuration not stated) | 11 | -3 | -8 | 1.3 | 3 | 1 | -3 | -2 | -27
CC(OC(=O)c1cccc(S(=O)(=O)N2CCCCC2)c1)C(=O)NCC1CCCCC1 (configuration not stated) | -6 | 9 | -10 | 1 | 2 | 0.91 | 0 | -1 | -5
C=COCCCNc1ncnc2sc(-c3ccccc3)cc12 | 25 | -23 | -5 | 1.2 | -6 | 1.2 | -1 | -7 | -22
COc1ccc([C@@H]2[C@@H]3C(=O)N(C(C)(C)C)C(=O)[C@@H]3[C@]3(Cc4ccccc4)C(=O)N(c4ccccc4)C(=O)N23)cc1 | 20 | 7 | -2 | 0.81 | 1 | 0.93 | -1 | 0 | 19
O=C(CN1CCCCCC1)Nc1ccc(Br)cc1 | 12 | 6 | -5 | 1 | 1 | 0.94 | -4 | 0 | -2
CC1CCN(c2ccc(C(=O)NCCc3ccccc3)cn2)CC1 | 17 | -18 | -5 | 1 | -12 | 1.2 | -5 | -4 | -1
O=C(N/N=C(/c1ccccc1)c1ccncc1)c1ccc2c(c1)OCO2 | 3 | -7 | -2 | 0.91 | 5 | 1.1 | -2 | -1 | 9
O=C(C1=C[C@@H](C2CC2)C[C@@H](OCCCCO)O1)N1CCOCC1 | 3 | 2 | -5 | 0.97 | 0 | 0.98 | 0 | -4 | 3
CS(=O)(=O)N(CC(=O)NCC1CCCO1)c1cccc(Cl)c1 (configuration not stated) | 10 | 6 | -1 | 1.1 | 3 | 0.94 | 0 | 1 | -7
O=C(NCCn1cc(SCC(=O)N2CCOCC2)c2ccccc21)c1c(F)cccc1F | 16 | 7 | -2 | 0.83 | -1 | 0.93 | -3 | 1 | 17
CCOc1ccc(C(=O)N2CCN(c3cccc(C)c3C)CC2)cc1 | 4 | 4 | -1 | 0.96 | -2 | 0.96 | 4 | -5 | 4
Cc1ccc(C(=O)NC(=S)N(C)C2CCCCC2)cc1Br | 38 | 8 | -2 | 1 | 10 | 0.92 | -3 | -6 | 0
Nc1ncn(C23CC4CC(CC(C4)C2)C3)n1 | -12 | 9 | -6 | 0.87 | 0 | 0.91 | 2 | -4 | 13
CC1(C)Cc2c(C#N)c(NCCO)nc(-c3ccco3)c2CO1 | 4 | 10 | -7 | 1 | -88 | 0.9 | -5 | -1 | -4
O=C(NNS(=O)(=O)c1ccc(F)cc1)c1ccccc1O | 2 | -7 | 2 | 1.1 | -1 | 1.1 | 3 | -4 | -6
Nc1nc(NCc2ccccc2)nc(-c2ccccc2)n1 | -5 | 10 | -1 | 0.81 | -1 | 0.9 | 0 | 0 | 20
O=C(NC1CCCCC1)c1ccc2c(=O)n(CC3CCCO3)c(=O)[nH]c2c1 (configuration not stated) | 27 | -23 | -7 | 1 | 1 | 1.2 | -6 | -4 | -1
O=C(Nc1ncc(Cc2ccccc2)s1)C1=NCCN1 | -10 | -2 | -12 | 1.4 | 2 | 1 | -1 | 0 | -44
Cc1c(C(=O)N2CCOCC2)oc2c1C(=O)CC(C)(C)C2 | 4 | -6 | -4 | 1.1 | 1 | 1.1 | -2 | 1 | -8
CCOc1ccccc1Nc1cc(C)nc2nc(C)nn12 | 26 | -19 | -6 | 1 | 0 | 1.2 | 0 | -2 | 0
CCOc1cc(/C=N/NC(=O)CNc2cccc(C)c2)ccc1OC(=O)c1ccccc1 | 13 | 21 | -2 | 0.83 | 2 | 0.79 | 2 | -5 | 17
O=C(CCN1C(=O)C2C3C=CC(C4CC34)C2C1=O)Oc1cccc2cccnc12 (configuration not stated) | 10 | 3 | -1 | 0.99 | 1 | 0.97 | 0 | -2 | 1
CCN1C(=O)N[C@@H](c2cccc(C(F)(F)F)c2)[C@@H](C(=O)OC)[C@H]1C | 3 | 12 | -7 | 1.1 | -1 | 0.88 | -1 | -1 | -9
CC(CNC(=O)CN1C(=O)NC2(CCCCC2C)C1=O)c1ccccc1 (configuration not stated) | 11 | -2 | -13 | 0.99 | -4 | 1 | 1 | 3 | 1
CCN(CC)C(=O)Cn1cc(S(=O)(=O)CC(=O)Nc2ccc3c(c2)OCCO3)c2ccccc21 | 9 | -3 | 6 | 1.2 | -5 | 1 | 6 | -4 | -22
Cc1ccc(-c2nnc3ccc(SCC(=O)NCc4ccco4)nn23)cc1 | -3 | -1 | -8 | 0.91 | 1 | 1 | -7 | -1 | 9
Cc1ccc(S(=O)(=O)N2[C@@H](c3ccc(Cl)cc3)C(C(=O)O)=CC[C@H]2c2ccc(Cl)c(Cl)c2)cc1 | 5 | 12 | -4 | 1.3 | -2 | 0.88 | -6 | -9 | -34
O=C(Nc1ccccc1Cl)c1cccc(NC(=O)c2cccs2)c1 | 30 | 4 | -2 | 0.99 | -1 | 0.96 | 0 | -3 | 1
COc1ccc(CN2CCN(c3ccccn3)CC2)c(OC)c1 | 21 | -9 | 3 | 0.92 | -7 | 1.1 | -2 | -2 | 8

An excerpt of these results, comma-delimited:
SMILES,NLRP3 yeast inh,mIAP block,A3G deaminase,hIAP activ,SENP1 FRET inh,mIAP activ,A3A deaminase,MIN6 prolif,hIAP block
Cc1c(C(=O)N2CCOCC2)oc2c1C(=O)CC(C)(C)C2,4,-6,-4,1.1,1,1.1,-2,1,-8
CCOc1ccccc1Nc1cc(C)nc2nc(C)nn12,26,-19,-6,1,0,1.2,0,-2,0

Part of the list above with just mIAP activ:
smiles,mIAP activ
CC1(C)Cc2c(C#N)c(NCCO)nc(-c3ccco3)c2CO1,0.9
O=C(NNS(=O)(=O)c1ccc(F)cc1)c1ccccc1O,1.1
Nc1nc(NCc2ccccc2)nc(-c2ccccc2)n1,0.9
O=C(NC1CCCCC1)c1ccc2c(=O)n(CC3CCCO3)c(=O)[nH]c2c1 (configuration not stated),1.2
O=C(Nc1ncc(Cc2ccccc2)s1)C1=NCCN1,1
